Compound activity as filed in PubChem.
ARNT TACC3 PPI – disruptors of human ARNT/TACC3 interaction; 390,000 compounds, 0.66% hits; AID 623870; inhibition, % at 9.99 µM; AlphaScreen His-ARNT PAS-B/GST-TACC3 binding, luminescence; TACC3 fragment carries E629A point mutation; Q9Y6A5;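 active means mean inhibition of replicates at least 50% and at least half of replicates each reaching 50%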;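 further: 0% = complete ARNT plus TACC3 wells and 100% = ARNT alone without TACC3; many hits fall short of the cut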
* = called active by the depositor; & = joins results of further samples.

`C=CCN1CCN(C(CC(C)C)c2nnnn2CCOC)CC1` (stereo unspecified) gave ARNT TACC3 PPI -6.
O=C(CN1C(=O)CCS(=O)(=O)c2ccccc21)NCc1ccccc1 was read as ARNT TACC3 PPI -3.
`Cc1cc([N+](=O)[O-])ccc1NCc1ccccc1` gave ARNT TACC3 PPI -5.
Screening O=C(CSc1ccccn1)Nc1nncs1 returned ARNT TACC3 PPI 2.
O=C1Nc2cc(Cl)c(Cl)cc2N(O)N1c1cccc(Cl)c1 was read as ARNT TACC3 PPI -8.
`CCOC(=O)N1CCN(c2ccc(Cl)c(Cl)c2)CC1` gave ARNT TACC3 PPI -14.
CC1(C)CC(=O)C(C=NCC2CCNCC2)=C(O)C1 was read as ARNT TACC3 PPI -27.
For N#CC(C(N)=O)=C1CCC2(CC1)OCCCCO2 the results were ARNT TACC3 PPI 21.
For COc1ccc(C(=O)c2ccc(Cl)cc2)c2ccccc12 the results were ARNT TACC3 PPI -1.
Screening Cc1ccc(S(=O)(=O)NC2CCOC(C)(C)C2)cc1 (stereo unspecified) returned ARNT TACC3 PPI -6.
Screening COc1cc2c(cc1NC(=O)CSc1nnc(Cc3cccs3)n1C)oc1ccccc12 returned ARNT TACC3 PPI -2.
For COCc1cc(=O)[nH]c2cc(NC(=O)C(C)(C)CCl)c(C)cc12 the results were ARNT TACC3 PPI 1.
`O=C(CN1CCCCC1)Nc1ccc(NC(=O)c2ccc(Cl)cc2)cc1Cl` gave ARNT TACC3 PPI 18.
For CCOC(=O)C1CCCN(c2cc(C)nc3cc(-c4ccc(F)cc4)nn23)C1 (stereo unspecified) the results were ARNT TACC3 PPI 1.
COC(Cn1c(C)c(C(C)=O)c(C(C)=O)c1C)OC was read as ARNT TACC3 PPI -13.
`CNC(=O)c1[nH]cnc1C(=O)Nc1cccc(OC)c1` gave ARNT TACC3 PPI -1.
COc1ccc(Cl)cc1NC(=O)CSc1nnc(COc2ccccc2)n1C was read as ARNT TACC3 PPI 1.
CCc1c(C)nc(N)n2c(SCC(=O)N3CCCc4ccccc43)nnc12 was read as ARNT TACC3 PPI 10.
`CCC(c1nnnn1CCc1ccccc1)N(Cc1ccco1)Cc1cc2cc(C)cc(C)c2[nH]c1=O` (stereo unspecified) gave ARNT TACC3 PPI -3.
For CCCSC(=S)NC1CCS(=O)(=O)C1 (stereo unspecified) the results were ARNT TACC3 PPI -7.
N#Cc1c2n(c3c(=O)[nH]cnc13)CCCC2 was read as ARNT TACC3 PPI 6.
For CCOC(=O)c1ccc(N2C(=O)CC(Sc3nnc(C)s3)C2=O)cc1 (stereo unspecified) the results were ARNT TACC3 PPI -2.
For Cn1c(=O)cc(SCC(=O)Nc2cccnc2)c2ccccc21 the results were ARNT TACC3 PPI -4.
O=C(CSCc1ccco1)N1CCc2ccccc21 was read as ARNT TACC3 PPI 0.
Screening CCCCC(=O)NC(Nc1cc(C)ccn1)(C(=O)OCC)C(F)(F)F (stereo unspecified) returned ARNT TACC3 PPI -8.
`CCNC(=O)CN1C(=O)NC2(CCCc3cc(OC)ccc32)C1=O` (stereo unspecified) gave ARNT TACC3 PPI 2.
Screening COc1ccc(C(=O)CC(c2ccccc2)C2C(=O)CCCC2=O)cc1 (stereo unspecified) returned ARNT TACC3 PPI 2.
Screening COc1ccc(OC)c(NC2=NC3(CCCCC3)N=C(N)N2)c1 returned ARNT TACC3 PPI 22.
Screening CCOC(=O)C1CCCN(S(=O)(=O)c2ccc3ccccc3c2)C1 (stereo unspecified) returned ARNT TACC3 PPI -9.
Screening CCOC(=O)c1cnc(SCc2nc(N)nc(Nc3ccccc3)n2)nc1N returned ARNT TACC3 PPI -4.

No new results follow: entries from further up.
Screening COc1ccc(OC)c(NC2=NC3(CCCCC3)N=C(N)N2)c1 returned ARNT TACC3 PPI 22.
Screening CCOC(=O)C1CCCN(S(=O)(=O)c2ccc3ccccc3c2)C1 (stereo unspecified) returned ARNT TACC3 PPI -9.
Screening CCOC(=O)c1cnc(SCc2nc(N)nc(Nc3ccccc3)n2)nc1N returned ARNT TACC3 PPI -4.

Ordered by length of the SMILES (rising): part of the list above
For CCCSC(=S)NC1CCS(=O)(=O)C1 (stereo unspecified) the results were ARNT TACC3 PPI -7.
O=C(CSCc1ccco1)N1CCc2ccccc21 was read as ARNT TACC3 PPI 0.
N#Cc1c2n(c3c(=O)[nH]cnc13)CCCC2 was read as ARNT TACC3 PPI 6.
`CNC(=O)c1[nH]cnc1C(=O)Nc1cccc(OC)c1` gave ARNT TACC3 PPI -1.
For Cn1c(=O)cc(SCC(=O)Nc2cccnc2)c2ccccc21 the results were ARNT TACC3 PPI -4.
Screening COc1ccc(OC)c(NC2=NC3(CCCCC3)N=C(N)N2)c1 returned ARNT TACC3 PPI 22.
Screening CCOC(=O)C1CCCN(S(=O)(=O)c2ccc3ccccc3c2)C1 (stereo unspecified) returned ARNT TACC3 PPI -9.
COc1ccc(Cl)cc1NC(=O)CSc1nnc(COc2ccccc2)n1C was read as ARNT TACC3 PPI 1.
Screening COc1ccc(C(=O)CC(c2ccccc2)C2C(=O)CCCC2=O)cc1 (stereo unspecified) returned ARNT TACC3 PPI 2.
For CCOC(=O)c1ccc(N2C(=O)CC(Sc3nnc(C)s3)C2=O)cc1 (stereo unspecified) the results were ARNT TACC3 PPI -2.
For COCc1cc(=O)[nH]c2cc(NC(=O)C(C)(C)CCl)c(C)cc12 the results were ARNT TACC3 PPI 1.
For CCOC(=O)C1CCCN(c2cc(C)nc3cc(-c4ccc(F)cc4)nn23)C1 (stereo unspecified) the results were ARNT TACC3 PPI 1.
Screening COc1cc2c(cc1NC(=O)CSc1nnc(Cc3cccs3)n1C)oc1ccccc12 returned ARNT TACC3 PPI -2.
`CCC(c1nnnn1CCc1ccccc1)N(Cc1ccco1)Cc1cc2cc(C)cc(C)c2[nH]c1=O` (stereo unspecified) gave ARNT TACC3 PPI -3.

Continuation.
Cc1cnc(C(=O)Nc2ccc(C(=O)N3CCCCC3)cc2)cn1 was read as ARNT TACC3 PPI -7.
For CC(=O)Oc1cccc(N2C(=O)C3C4C=CC(C4=C(C)C)C3C2=O)c1 (stereo unspecified) the results were ARNT TACC3 PPI -5.
Screening Cc1ccc(S(=O)(=O)N(C)CC(=O)OCc2nnc(-c3ccccc3)o2)cc1 returned ARNT TACC3 PPI 2.
CCOc1ccc(-c2nnn(CC(=O)N3CCN(c4ccc(OC)cc4)CC3)n2)cc1OCC was read as ARNT TACC3 PPI -4.
For Cc1ccc(OCCn2c(=O)sc3ccccc32)cc1 the results were ARNT TACC3 PPI -1.
For CC(C)CCn1c(=S)[nH]c2ncccc2c1=O the results were ARNT TACC3 PPI -8.
`CCOc1cc(C(=S)N2CCCC2)ccc1OCC(=O)Nc1c(C)cc(C)cc1C` gave ARNT TACC3 PPI -5.
Screening CC(Sc1nnc(-c2ccc(C(C)(C)C)cc2)n1C)C(N)=O (stereo unspecified) returned ARNT TACC3 PPI -4.
`Cc1ccc(OCC(=O)N/N=C\c2c(C)n(C)c3ccccc23)c([N+](=O)[O-])c1` gave ARNT TACC3 PPI 2.
COc1ccccc1N(CC(=O)Nc1ccc(F)c(F)c1)S(C)(=O)=O was read as ARNT TACC3 PPI 0.
`COCCNC(=O)c1ccccc1-c1ccccc1C(=O)O` gave ARNT TACC3 PPI -6.
`CN1CCN(C(=O)CCC(=O)c2ccc(F)cc2)CC1` gave ARNT TACC3 PPI 24.
For COc1ccc(OC)c(S(=O)(=O)NC(C)(C)C)c1 the results were ARNT TACC3 PPI -4.
O=C1CCC(=O)N1OCCCOc1ccc(Br)cc1Cl was read as ARNT TACC3 PPI -19.
Screening Cc1ccc2oc(-c3ccc(C)c(NC(=O)Cc4cccs4)c3)nc2c1 returned ARNT TACC3 PPI 4.
`COc1ccc(OC)c(C2C(C(=O)c3sc(C)nc3C)=C(O)C(=O)N2CCN2CCOCC2)c1` (stereo unspecified) gave ARNT TACC3 PPI -9.
Screening O=P(COCCOCP(=O)(c1ccccc1)c1ccccc1)(c1ccccc1)c1ccccc1 returned ARNT TACC3 PPI 19.
`Nc1nnc(-c2ccco2)s1` gave ARNT TACC3 PPI 0.
Screening CC(C)(C)NC(=O)C(c1ccccc1)N(Cc1cccs1)C(=O)c1csnn1 (stereo unspecified) returned ARNT TACC3 PPI 0.
CCCC(=O)NCCSC was read as ARNT TACC3 PPI -4.
`Cn1c(NC(=O)c2cccnc2)nc2ccccc21` gave ARNT TACC3 PPI 2.
For Cc1ccc2c(c1)N(CC(=O)NC1CCC(C)CC1)C(=O)CO2 (stereo unspecified) the results were ARNT TACC3 PPI -4.
CC1CCCN(S(=O)(=O)c2cc(Cl)ccc2Cl)C1 (stereo unspecified) was read as ARNT TACC3 PPI -6.
C=CCOc1c(Br)cc(CNn2nnnc2N)cc1OCC was read as ARNT TACC3 PPI 5.
For Cc1nc2ccc(NC(=O)c3cccc(S(=O)(=O)N(C)c4ccccc4)c3)cc2s1 the results were ARNT TACC3 PPI 0.
`O=C(O)CCn1nnc(-c2cccs2)n1` gave ARNT TACC3 PPI -6.
For COc1ccc(C(=O)N2CCCC2)cc1 the results were ARNT TACC3 PPI 4.
O=C(ONc1ccc(N=NC(=O)c2ccccc2O)cc1)c1ccccc1 was read as ARNT TACC3 PPI 9.
COc1ccc(C(=O)O)cc1S(=O)(=O)Nc1cccc(C)c1 was read as ARNT TACC3 PPI -6.
`Cc1csc(NC(=O)CSc2ncnc3c2cnn3-c2ccccc2Cl)n1` gave ARNT TACC3 PPI 3.
`CC1CCN(Cc2nc3c(c(=O)n(C)c(=O)n3C)n2CCCc2ccccc2)CC1` gave ARNT TACC3 PPI 3.
For C=CCn1c(SCC(C)=O)nnc1-c1cc(-c2ccccc2)sc1N the results were ARNT TACC3 PPI 0.
For Cc1ccc(NC(=O)CCCn2c(=O)[nH]c3ccsc3c2=O)cc1 the results were ARNT TACC3 PPI -3.
For CCOC(=O)c1ccc(S(=O)(=O)N2CCNCC2)cc1 the results were ARNT TACC3 PPI -5.
For O=C(CSCc1ccccc1)N1CCN(Cc2ccc3c(c2)OCO3)CC1 the results were ARNT TACC3 PPI 0.
For O=C(Nc1ccc(O)cc1)c1ccc(C(=O)c2ccccc2)o1 the results were ARNT TACC3 PPI -3.
Screening COc1ccc(C(=O)Nc2ccccc2C(=O)NCCCn2ccnc2)cc1 returned ARNT TACC3 PPI 6&-3.
`Cc1snc(S(=O)(=O)/C(C#N)=N/Nc2cccc(C(F)(F)F)c2)c1C#N` gave ARNT TACC3 PPI 17.
For Cc1ccc(SCCC(=O)NCCSCc2ccccc2C)cc1 the results were ARNT TACC3 PPI 2.
For COc1ccc(-c2coc3cc4oc(=O)cc(C)c4cc23)cc1F the results were ARNT TACC3 PPI -17.
`CC1(C)CC(=O)C(C(C2=C(O)CC(C)(C)CC2=O)c2ccco2)C(=O)C1` (stereo unspecified) gave ARNT TACC3 PPI 1.
CCC1(C)Cc2c(sc3c2c(=O)n(C)c2nnc(SCc4ccccc4)n32)CO1 (stereo unspecified) was read as ARNT TACC3 PPI -5.
Cn1c(C(=O)OC(C(=O)NCc2ccco2)c2ccncc2)cc2sccc21 (stereo unspecified) was read as ARNT TACC3 PPI -5.
`O=C(O)CCc1ccc(-c2cccs2)o1` gave ARNT TACC3 PPI -3.
`Cc1cc(S(=O)(=O)NCC(C)C)ccc1OCC(=O)N1CCOCC1` gave ARNT TACC3 PPI -6.
For Cc1cccc(NS(=O)(=O)c2cccc3nonc23)c1 the results were ARNT TACC3 PPI 4.
O=C(CC1(O)C(=O)Nc2ccccc21)c1ccc2c(c1)OCO2 (stereo unspecified) was read as ARNT TACC3 PPI -26.
For CC1Cc2ccccc2N1C(=O)CSc1nnnn1C(C)C (stereo unspecified) the results were ARNT TACC3 PPI -5.
`COc1ccc(N2C(=O)CC(N3CCC(O)(c4ccc(Cl)cc4)CC3)C2=O)cc1` (stereo unspecified) gave ARNT TACC3 PPI -2.
For CCOc1cc(/C=N/N=C2/NC(=O)C(CC(=O)O)S2)ccc1OCc1ccc(Cl)cc1Cl (stereo unspecified) the results were ARNT TACC3 PPI -2.
For O=S(=O)(NCc1ccc(Cl)cc1)c1ccc(Cl)nc1 the results were ARNT TACC3 PPI 9.
`CCOc1cccc(OCCCCn2ccnc2)c1` gave ARNT TACC3 PPI 3.
O=C(c1cnn2c(C(F)(F)F)cc(-c3ccc4c(c3)OCO4)nc12)N1CCCC1 was read as ARNT TACC3 PPI -6.
For COc1ccc(OC)c(NC(=O)C2COc3ccccc3O2)c1 (stereo unspecified) the results were ARNT TACC3 PPI 1.
O=C(c1cccs1)n1cc(C(=S)N2CCOCC2)c2ccccc21 was read as ARNT TACC3 PPI 15.
C=CCn1c(COc2cccc3cccnc23)nnc1SCC(=O)O was read as ARNT TACC3 PPI -7.
Screening Cc1ccc(NC(=O)C2C3CCCC2C3c2ccccc2)cc1C (stereo unspecified) returned ARNT TACC3 PPI -3.
`CNc1nc(C)cc(C)c1S(=O)(=O)c1ccc(C)cc1` gave ARNT TACC3 PPI -8.
Screening CCOc1ccc2nc(NC(=O)CSc3nnnn3C3CCCCC3)sc2c1 returned ARNT TACC3 PPI 5.
`CCOc1ccc(S(=O)(=O)N(C)C)cc1-c1nc2c(C(C)(C)C)nn(C)c2c(=O)[nH]1` gave ARNT TACC3 PPI 8.
For CC1(C)Cc2c(C#N)c(OCC(=O)c3ccc(Cl)cc3)nc(-c3ccco3)c2CO1 the results were ARNT TACC3 PPI -7.
`O=C(OCCCN1CCCC1)C1(c2ccccc2)CCCC1` gave ARNT TACC3 PPI -3.
Cc1nc(SCC(=O)N2CCC(C(N)=O)CC2)n[nH]1 was read as ARNT TACC3 PPI -3.
`COC(=O)Nc1c(-c2ccccc2)nc2ccccn12` gave ARNT TACC3 PPI -3.
For Cc1nc(SCC(=O)Nc2ccc(F)cc2)c(C#N)c(C)c1CC(=O)c1ccc(Br)cc1 the results were ARNT TACC3 PPI -3.
Cn1ncc(Br)c1NC(=O)c1ccco1 was read as ARNT TACC3 PPI -2.
For CC(=O)NCC(=O)OCN1C(=O)c2ccccc2C1=O the results were ARNT TACC3 PPI -13.
Screening CCC(=O)NC(=S)Nc1ccccc1F returned ARNT TACC3 PPI 26.
CCCn1c(-c2ccc(OC)cc2)nc2ccccc21 was read as ARNT TACC3 PPI -3.

A portion of the library. The share of hits here may be higher or lower than overall.
